AHR activator = activates the human aryl hydrocarbon receptor. AHR-responsive luciferase reporter cells, luminescence. P35869. activation, % at 5 µM. AID 2796. 320,000 tested, 2.5% active; in the data active = activation above about 47%;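 note: 0% = vehicle wells and 100% = reference agonist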
Target sequence (P35869 whole entry, looked up): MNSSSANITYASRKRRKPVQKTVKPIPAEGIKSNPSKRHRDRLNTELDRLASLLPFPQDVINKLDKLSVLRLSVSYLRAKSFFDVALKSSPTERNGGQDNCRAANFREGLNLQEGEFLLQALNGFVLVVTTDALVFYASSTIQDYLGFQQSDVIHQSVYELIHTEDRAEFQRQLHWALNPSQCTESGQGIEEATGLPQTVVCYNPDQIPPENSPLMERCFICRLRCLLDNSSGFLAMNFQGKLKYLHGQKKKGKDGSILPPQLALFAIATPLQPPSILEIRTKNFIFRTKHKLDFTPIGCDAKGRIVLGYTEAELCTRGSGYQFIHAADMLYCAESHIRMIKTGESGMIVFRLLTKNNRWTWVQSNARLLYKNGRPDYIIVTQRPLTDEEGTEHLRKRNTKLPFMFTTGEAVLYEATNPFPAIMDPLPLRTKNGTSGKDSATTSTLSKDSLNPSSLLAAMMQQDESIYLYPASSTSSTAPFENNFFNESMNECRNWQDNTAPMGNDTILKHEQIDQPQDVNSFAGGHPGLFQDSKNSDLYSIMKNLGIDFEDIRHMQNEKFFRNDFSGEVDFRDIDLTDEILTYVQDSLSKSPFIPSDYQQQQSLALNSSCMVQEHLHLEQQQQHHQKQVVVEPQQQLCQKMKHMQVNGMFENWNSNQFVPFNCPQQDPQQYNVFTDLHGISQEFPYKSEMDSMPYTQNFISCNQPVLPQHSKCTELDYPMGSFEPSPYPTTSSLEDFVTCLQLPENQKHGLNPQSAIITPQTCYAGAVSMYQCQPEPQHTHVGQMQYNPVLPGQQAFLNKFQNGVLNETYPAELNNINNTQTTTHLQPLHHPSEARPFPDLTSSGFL
EBNA-1 inhibitor = blocks EBNA-1 binding to DNA | EBNA-1 DNA binding, fluorescence polarization | inhibition, % at 14.8 µM | 300,000 tested, 0.34% active | AID 1950; in the data active = inhibition above about 28%
MEP2 TOR yeast = yeast TOR pathway MEP2-GFP modulation; AID 2016; GFP response vs DMSO, % at 10 µM; S. cerevisiae MEP2-GFP strain, flow cytometry GFP, 3 h; 100% = DMSO control level; 330,000 tested, 0.51% active;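 active = GFP response versus DMSO above a set limit, roughly screen mean plus 3 SD, cut at about 180% in these data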;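 note: median GFP fluorescence of the barcode-gated MEP2-GFP cells per well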
ZTA counter = ZTA (EBV) inhibition in EBNA-1 counter-screen; inhibition, % at 11 µM; 320,000 tested, 0.15% active; P03206; ZTA-DNA binding, fluorescence polarization; in the data active = inhibition above about 33%
proCasp3 act = procaspase-3 (human) activation. P42574. recombinant procaspase-3 D3A, Ac-DEVD-pNA absorbance 405 nm. activation, % at 8.5 µM. 330,000 tested, 0.11% active. AID 463141;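 active = activation above the mean of all tested compounds plus 3 SD, cut at about 21% in these data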;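 note: 0% = DMSO alone and 100% = DMSO wells spiked with extra 5 µM PC-3 D3A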
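System: Procaspase-3 D3A mutant. Medium: Zinc-free 300 mM NaCl, 50 mM HEPES, 0.01% Triton X-100. Schedule: 1 h preincubation plus 2 h reaction at 25 °C. Measured by: 405 nm absorbance of p-nitroaniline, reads at 0 and 120 min. Read-out: percent activation relative to control range.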
proCasp7 act = activates human procaspase-7, counter-screen for procaspase-3 activators; recombinant procaspase-7, Ac-DEVD-pNA absorbance 405 nm; D23A/D198A/D206A triple mutant, cannot self-cleave; scale: DMSO 0, 5 µM enzyme 100; 330,000 tested, 0.093% active; activation, % at 8.5 µM; AID 463210; P55210;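 active = percent activation above the screen-wide mean plus 3 SD, cut at about 25% in these data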
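Test system: Procaspase-7 triple mutant (PC-7 D3A). Also added: Ac-DEVD-pNA substrate, 400 µM as added. Schedule: 1 h enzyme–compound preincubation and 2 h substrate reaction, both 25 °C. Signal: p-Nitroaniline absorbance at 405 nm, read at 0 and 120 min. Control set: low DMSO alone, high DMSO plus 5 µM PC-7.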
LAP4-GFP MLPCN = yeast TOR pathway LAP4-GFP modulation | S. cerevisiae LAP4-GFP multiplex, flow cytometry GFP, 3 h; median GFP as percent of DMSO wells | 320,000 tested, 0.34% active | AID 2023 | GFP response vs DMSO, % at 10 µM;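 active = GFP response vs DMSO above a set limit, about the screen mean plus 3 SD, cut at about 150% in these data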
RPL19A TOR yeast = modulators of TOR pathway RPL19A-GFP in S. cerevisiae. 330,000 tested, 0.3% active. S. cerevisiae RPL19A-GFP strain, flow cytometry, 3 h; active compounds read low. percent response vs DMSO, % at 10 µM. AID 2025;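 active = percent response vs DMSO below 50%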;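 note: median channel GFP fluorescence of the barcoded RPL19A-GFP strain; ratio of sample median GFP to plate DMSO average so 100% = DMSO; lower means less RPL19A-GFP as with rapamycin TOR inhibition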
Numbers without * were called inactive; · = no result given; [ ] = another dose, or the depositor's remark.

canonical_smiles	AHR activator	EBNA-1 inhibitor	MEP2 TOR yeast	ZTA counter	proCasp3 act	proCasp7 act	LAP4-GFP MLPCN	RPL19A TOR yeast
Cc1cc(=O)oc2cc(OCC(=O)c3ccc4c(c3)NC(=O)CO4)ccc12	-5.1	17.9	99.6	15.7	2.7	0.2	100.1	100.4
O=C(Nc1ccc(Cl)cc1C(=O)O)c1ccc2c(c1)C(=O)N(Cc1ccco1)C2=O	5.2	-9.7	105.1	0.6	1.3	9.8	100.6	99.5
O=C(O)CC1=C(O)C(=O)N(c2ccccc2)C1c1ccc(Cl)cc1 (stereo not given)	-1.7	-1.6	101.3	4.5	-7.9	-11.1	99.3	100.1
COC(=O)C(C)Sc1nnc(-c2ccncc2)o1 (stereo not given)	0.3	-4.2	95.7	8.7	2.5	10.7	93.5	100.8
Cc1ccccc1C(=O)N1CCN(c2ccc(NC(=O)c3cccs3)cc2)CC1	-0.8	4.6	97.7	-16.8	7.3	-8.4	73.7	100.2
O=C1CCCc2c1cc(-c1ccccc1)n2-c1ccccc1	-6.3	-4.5	97.6	-7.8	8.4	0.4	104.7	97.0
OCc1ccccc1N=c1ssnc1Cl	10.2	-5.8	99.5	2.2	-14.5	-22.1	100.1	92.5
Cc1cc(C)c[n+](CC(=O)c2cc3ccccc3oc2=O)c1	12.3	1.0	104.5	-2.6	10.9	4.2	100.1	98.3
Cc1cc(C)cc(NC(=S)N2CCN(c3ccc(F)cc3)CC2)c1	1.5	16.4	101.0	5.6	-0.6	1.6	104.2	91.9
O=S(=O)(NCC(c1cccnc1)N1CCOCC1)c1cccs1 (stereo not given)	2.0	9.1	100.9	4.1	-4.7	-4.8	95.2	98.5
CC(C)OC(=O)Cn1c(=O)oc2ccccc21	-0.3	7.0	107.0	4.8	3.5	-2.8	95.9	105.1
Cc1noc(C)c1NC(=O)Nc1ccc2c(c1)C(=O)N([C@H](C)CO)C[C@H](C)[C@@H](CN(C)C(=O)Nc1ccc3c(c1)OCO3)O2	0.7	·	98.0	·	-7.8	-7.5	99.3	103.5
CCOC(=O)CSC1=C(C#N)C(c2ccc(Cl)cc2)CC(=O)N1 (stereo not given)	4.7	9.8	98.5	1.8	2.9	1.6	103.3	94.2
O=C(NOCc1ccccc1)c1ccc(Cl)cc1Cl	6.0	·	105.3	5.5	12.5	-4.9	115.5	106.7
O=C(Nc1ccc(Cl)c(S(=O)(=O)N2CCCCC2)c1)c1ccco1	-1.1	·	98.0	7.0	-3.9	3.7	98.5	97.3
O=C(c1ccco1)N1C(=O)c2cccc3cccc1c23	15.7	1.3	98.9	2.5	-0.8	17.9	95.5	101.4
CN(CCc1ccccn1)C(=O)CCC1CCCN(C(=O)CCOc2ccccc2)C1 (stereo not given)	3.9	-15.3	103.6	-7.2	-2.3	-3.8	85.5	100.7
Cc1nc2cc(NC(=O)NCc3ccc4c(c3)OCO4)ccc2o1	-1.7	1.9	94.9	13.2	-16.7	-3.4	98.8	95.5
COc1ccc(/C=C2\SC(=O)N(CCNC(=O)Cn3cnnn3)C2=O)cc1	11.6	-3.6	102.0	7.5	-4.0	-0.2	106.9	92.5
Cn1cc(Br)c(C(=O)N2CCc3ccccc32)n1	17.3	-2.2	96.2	-14.3	5.3	3.0	103.0	107.3
COc1ccc(-c2noc(=O)n2Cc2ccccc2F)cc1	-1.3	2.7	104.9	2.3	6.1	-1.2	103.2	95.8
Cc1cc(C)n(CC(O)CN(c2cccc([N+](=O)[O-])c2)S(=O)(=O)c2ccccc2)n1 (stereo not given)	-0.1	-11.0	99.4	-2.6	8.8	-5.8	98.8	95.2
COC(=O)c1ccc(-n2c(C)cc(-c3csc(NC(=O)c4ccc(S(=O)(=O)N(C)C)cc4)n3)c2C)cc1	1.4	3.4	108.1	5.4	3.1	-7.6	95.9	103.8
Nc1ccnn1Cc1ccc(Br)s1	10.2	8.5	95.9	2.5	-2.4	-0.7	84.2	99.0
O=C(N/N=C/C=C/c1ccccc1)c1ccccc1Br	2.4	-14.4	100.8	6.8	1.1	-6.4	100.9	96.4
COc1cc(OC)c(C(=O)Nc2ccc3ccccc3c2)cc1OC	28.4	-7.0	105.7	9.2	-4.5	4.2	92.2	103.4
CN1CCN(NC(=O)c2cccc(Br)c2)CC1	-0.2	9.6	103.5	8.4	11.7	8.6	100.2	104.2
CCN(CC)CCCNc1nc2ccccc2[nH]1	-3.0	8.5	98.5	3.6	-6.6	4.8	111.8	94.4
COc1ccccc1CN1CC(C(=O)NCCn2ccc(C)n2)CCC1=O (stereo not given)	2.6	-21.7	94.6	-9.6	-0.7	1.9	100.6	94.4
Cc1ccc2c(c1)C(c1ccccc1)CC(=O)O2 (stereo not given)	0.4	2.4	105.2	-12.5	-0.2	1.4	109.1	104.5
Cc1[nH]n2cnnc2c(=O)c1Br	3.7	1.1	94.6	4.3	1.7	2.6	96.5	92.3
CCCCC(=O)NC(=S)Nc1ccc(Cl)c(C(=O)O)c1	-0.2	8.6	102.3	5.7	-7.0	-7.0	99.4	94.7
CN1C(=O)/C(=C/c2cc(N=Nc3ccccc3)ccc2O)SC1=S	17.1	5.5	103.1	22.4	-4.5	-2.9	104.0	101.3
Cc1ccccc1C(=O)N1CCC(C(=O)Nc2ccccn2)CC1	1.0	-22.7	91.1	-13.6	0.8	-0.1	87.5	99.4
CSCCC(NC(=O)c1ccco1)C(=O)NCC(C)(C)N1CCOCC1 (stereo not given)	-0.2	·	101.8	-1.6	6.0	-8.0	99.5	101.3
O=C(COc1ccccc1[N+](=O)[O-])Nc1ccc(Br)cc1	52.7*	-10.2	605.4*[may fluoresce violet]	12.7	0.5	1.2	88.5[may fluoresce violet]	55.9[may fluoresce violet]
COc1cc(/C=N/Nc2nc3ccccc3s2)ccc1O	43.5	3.8	107.0	13.0	5.0	11.3	92.3	89.8
COc1ccc(C2=NO[C@@H]3C(=O)N(c4ccc(C)cc4C)C(=O)[C@H]23)cc1OC	-0.4	-2.4	95.9	2.1	8.4	7.9	117.8	102.1
COc1ccc(Cc2cc(NCc3ccccc3)c3ncn(C(C)C)c3c2)cc1	5.7	·	103.6	·	-4.6	-10.5	100.4	97.6
COc1ccc(NS(=O)(=O)c2cccc3ccccc23)cc1	-5.3	-1.6	93.5	9.7	2.0	-3.0	183.5*	70.7
O=C(OCC(=O)N1CCCc2ccccc21)c1cc(Br)ccc1O	3.7	-0.1	93.7	-10.0	-5.3	4.3	96.6	96.9
CCN1CCN(C(=O)/C=C/c2ccc(C(C)C)cc2)CC1	0.1	-8.1	95.8	-20.6	-4.4	1.6	97.5	93.5
CCOC(=O)c1ccc(NC(=O)CN2CCN(C(=O)c3ccco3)CC2)cc1	7.9	-1.4	107.5	-8.2	8.6	0.8	103.9	99.8
O=C1CCCN1c1ccc(S(=O)(=O)N2CCC(c3ccccc3)CC2)cc1	-1.0	0.5	104.2	9.3	0.4	-0.5	98.4	·
COC(=O)c1ccc2nc(C3CCCCC3)c3c(c2c1)CCC3	-0.3	13.4	96.1	7.0	8.8	4.1	98.8	97.2
O=C(NCc1cc(C(F)(F)F)ccc1Cl)c1cccc2c1C(=O)c1ccc(N3CCOCC3)cc1S2(=O)=O	15.2	·	103.6	·	-7.0	0.8	88.1	99.7
CC(=O)c1cccc(S(=O)(=O)NC2CCSc3ccccc32)c1 (stereo not given)	6.7	4.6	101.7	11.5	-5.3	-9.0	96.8	104.6
Cc1cc2nc3n(c2cc1C)CC1CC(C(=O)NCc2cccc(Br)c2)N(C)C31 (stereo not given)	-0.3	6.0	99.5	-0.1	4.2	-2.4	92.0	94.7
O=[N+]([O-])c1ccc2nc(CCCO)[nH]c2c1	-0.5	2.1	96.9	0.8	1.9	3.5	100.5	95.9
O=[N+]([O-])c1ccc([N+](=O)[O-])c(Nc2ccc(N3CCOCC3)cc2)c1	1.6	11.4	96.6	11.0	10.7	4.6	110.6	94.2
CCOc1ccc(Cl)cc1S(=O)(=O)n1cnc2cc(C)c(C)cc21	0.3	1.0	94.8	0.0	3.3	-6.8	96.8	88.8
COc1ccc(/C=C/C(=O)Nc2ccccc2C(=O)O)cc1	-0.3	-1.6	117.8	1.2	-1.4	13.8	100.0	102.5
Nn1c(SCC(=O)Nc2cc(C(F)(F)F)ccc2Cl)nncc1=O	4.9	-2.4	98.3	-1.3	-0.1	-4.1	95.8	95.2
COCCNC(=O)C(=O)Nc1cccc(Br)c1	0.2	-3.1	105.5	1.7	-5.9	5.3	104.5	99.2
C/C(Cc1nnn(-c2cc(C)on2)n1)=N\O	-3.2	6.6	97.8	14.0	10.0	6.5	111.5	96.5
CC(C)S(=O)(=O)c1csc(C(=O)NN)c1Cl	5.5	-3.4	94.4	-2.6	7.7	12.8	105.8	95.5
O=C(Cc1cccs1)Nc1cccc(-c2ccc3nncn3n2)c1	37.0	-7.6	99.5	2.1	2.4	0.4	108.0	100.5
N#Cc1ccc(CN2CCN(C(=O)CCNS(=O)(=O)c3ccc(F)c(F)c3)CC2)cc1	-1.4	·	104.8	-6.7	5.9	-4.9	105.6	100.4
CCOC(=O)c1ccc(-n2c(=O)[nH]c3ccccc3c2=O)cc1	-4.8	-7.0	91.2	-3.7	0.0	10.6	101.0	105.9
Cc1ccc(S(=O)(=O)N(C)c2ccc(OC(=O)CN3C(=O)NC4(CCCC4)C3=O)cc2)cc1	-1.6	0.1	104.0	-14.9	-2.4	-2.2	105.7	102.9
COc1cc(-c2nc3ccc(C)cn3c2NCc2ccccc2)ccc1SC1CCCCC1	10.4	-2.8	93.0	12.7	10.3	9.8	141.9	95.1
COCCCN=CC1=C(O)CC(C)(C)CC1=O	0.0	-10.6	93.7	1.3	-1.0	-8.9	107.2	96.9
Cc1cc(C)c2c(c1)/C(=C/C(=O)c1ccc(Br)s1)C(=O)N2	9.2	8.1	110.3	1.0	10.9	-7.8	106.4	109.0

In the list so far, these have two or more sulfur atoms.
canonical_smiles	AHR activator	EBNA-1 inhibitor	MEP2 TOR yeast	ZTA counter	proCasp3 act	proCasp7 act	LAP4-GFP MLPCN	RPL19A TOR yeast
OCc1ccccc1N=c1ssnc1Cl	10.2	-5.8	99.5	2.2	-14.5	-22.1	100.1	92.5
O=S(=O)(NCC(c1cccnc1)N1CCOCC1)c1cccs1 (stereo not given)	2.0	9.1	100.9	4.1	-4.7	-4.8	95.2	98.5
COC(=O)c1ccc(-n2c(C)cc(-c3csc(NC(=O)c4ccc(S(=O)(=O)N(C)C)cc4)n3)c2C)cc1	1.4	3.4	108.1	5.4	3.1	-7.6	95.9	103.8
CN1C(=O)/C(=C/c2cc(N=Nc3ccccc3)ccc2O)SC1=S	17.1	5.5	103.1	22.4	-4.5	-2.9	104.0	101.3
CC(=O)c1cccc(S(=O)(=O)NC2CCSc3ccccc32)c1 (stereo not given)	6.7	4.6	101.7	11.5	-5.3	-9.0	96.8	104.6
CC(C)S(=O)(=O)c1csc(C(=O)NN)c1Cl	5.5	-3.4	94.4	-2.6	7.7	12.8	105.8	95.5

Assay outcomes (PubChem)
